# a7 integrin act: qHTS for Activators of Integrin-Mediated Alleviation for Muscular Dystrophy. alpha7betagal myoblasts, beta-gal FDG fluorescence, 48 h. Potency, µM (top dose mostly 38.3 µM), inactives show at the top dose activation, usual class: activators. 350,000 compounds, 0.064% hits;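 further: 100% = response of the positive control SU9516; nearly all actives have a fitted effect of over 60% in size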
#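 Alpha7betagal+/- myoblasts (passage 13) were plated 16-24 hr, then exposed to compounds (1:260 dilution of DMSO stock) for 48 hours at 37C. After MPER lysis, β-galactosidase reporter activity was read as FDG fluorescence (ex 480/em 540) after 30 minutes.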
# BRCA1 expr act: qHTS Assay to Identify Small Molecule Activators of BRCA1 Expression; 380,000 compounds, 1.1% hits; AID 624202, 2012; Potency, µM (top dose mostly 46.1 µM), inactives show at the highest dose activation, most hits filed as activators; MCF7-BRCA1-FFLuc reporter, luminescence, 48 h; response scale: scaled: vehicle 0%, 10 µM genistein 100%; further: nearly all actives have a fitted effect of over 80% in size; some results filed as inactive show a strong effect at the top dose
#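 Using MCF7 cells harboring a BRCA1 firefly luciferase reporter, plated 2 h before compound pinning, the screen measured luminescence after 48 h incubation. Responses were normalized to DMSO and 10 microM genistein, then fitted for concentration-effect.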
# The depositor's hits bear a star. The call rests on the fitted dose curve; in most records, active means well fitted activation curve with a large enough effect; inconclusive means small, poorly fitted or top-dose-only effect; inactive means no such curve, though single readings can be large or run the other way. Potency means the concentration at half of the fitted maximal effect.
# Screens in order – a7 integrin act | BRCA1 expr act
1	C[C@@H]1CN([C@@H](C)CO)C(=O)CCCn2nncc2CO[C@@H]1CN(C)C(=O)Nc1ccccc1
 : 2% | 4%
2	O=C(C[C@H]1C(=O)N(Cc2ccccc2)C[C@@H]1Cc1ccccc1)Nc1ccc(Br)cc1
 : -3% | -11%
3	COc1ccc(-c2cc(C(F)(F)F)n3nc(C(N)=O)cc3n2)cc1
 : 3% | -9%
4	Cc1cccc(C)c1OCC(O)CN1CCN(C(=O)c2ccccc2)CC1 (configuration not stated)
 : 20% | 2%
5	O=C1CCC(=O)N1CCC(=O)N(C(=O)NC1CCCCC1)C1CCCCC1
 : -8% | 2%
6	C[C@@H]1CN([C@@H](C)CO)S(=O)(=O)c2ccc(Br)cc2O[C@H]1CN(C)C(=O)c1cccc(F)c1
 : 6% | -12%
7	C[C@@H]1CN([C@@H](C)CO)C(=O)c2cc(Br)cnc2O[C@H]1CN(C)Cc1cccnc1
 : 18% | -10%
8	COc1ccc(C2CCc3cc(OC)c(OC)cc3C2NC=O)cc1OC (configuration not stated)
 : 11% | 4%
9	CC(=O)c1c(O)c(C)c(O)c2c1OC1=Cc3c(c(C)nn3C)C(=O)C12C (configuration not stated)
 : -10% | 5%
10	COc1ncnc2c1ncn2CCCN1CCN(Cc2ccc(C)cc2)CC1
 : 12% | 8%
11	Cc1ccc(NCC(=O)Nc2ccc(F)c(Cl)c2)cc1S(=O)(=O)N1CCOCC1
 : 25% | -55%
12	COc1cccc(-c2nc3n(n2)CCc2ccccc2-3)c1
 : -1% | 31%
13	O=C(N=Nc1c(O)[nH]c2ccc(Br)cc12)c1ccco1
 : 7% | 5%
14	O=C(Nc1ccc2nc(N3CCOCC3)sc2c1)c1cc2ccccc2o1
 : 10% | 32%
15	COc1ccc(CC(O)CO)cc1OCc1ccccc1 (configuration not stated)
 : 6% | 5%

# More structures follow.
# Screens in order – a7 integrin act | BRCA1 expr act
16	CCN(C1CCCCC1)S(=O)(=O)CCNC(=O)c1ccc(OC)cc1
 : 24% | -3%
17	CC(=O)c1ccccc1C(=O)N1CCC(CCC(=O)NCc2ccc(F)cc2)CC1
 : 12% | -11%
18	COc1cccc(OC)c1C(=O)NCc1ccco1
 : -10% | 3%
19	CCc1ccc(N2CC(C(=O)Nc3ccccc3N3CCCC3)CC2=O)cc1 (configuration not stated)
 : -17% | -39%
20	O=C(Nc1ncccc1O)c1ccc(Cl)c(S(=O)(=O)N2CCCC2)c1
 : -9% | -2%
21	COc1cc2c(cc1OC)C(=O)C(c1ccc3c(c1)OCO3)CC2 (configuration not stated)
 : 15% | 6%
22	Cn1cccc1CN1CCC[C@]2(N[C@H](c3ccc(C(F)(F)F)cc3)[C@@H]3C(=O)N(Cc4ccccc4)C(=O)[C@@H]32)C1=O
 : 16% | 10%
23	CS(=O)(=O)c1ccc(Cl)c(NC(=O)c2ccc(-n3cncn3)c([N+](=O)[O-])c2)c1
 : 13% | -1%
24	C[C@@H]1CCCCO[C@@H](CN(C)S(=O)(=O)c2ccc(Cl)cc2)[C@@H](C)CN([C@H](C)CO)C(=O)c2cc(N(C)C)ccc2O1
 : -8% | 7%
25	C[C@@H]1CN([C@@H](C)CO)C(=O)CCCn2nncc2CO[C@H]1CN(C)Cc1cccc(O)c1
 : 6% | 4%
26	O=C1Nc2cccc3c2N(CCC3)C2=C1CCC2
 : -6% | -17%
27	C[C@H](CO)N1C[C@H](C)[C@H](CN(C)Cc2ccncc2)Oc2ncc(Br)cc2C1=O
 : 2% | -10%
28	COc1ccc(CCN2CC(C(=O)OCC(=O)c3c(N)n(CC(C)C)c(=O)n(C)c3=O)CC2=O)cc1OC (configuration not stated)
 : 18% | 5%
29	C[C@@H]1CN([C@H](C)CO)C(=O)CCCn2nncc2CO[C@H]1CN(C)S(=O)(=O)c1ccc2ccccc2c1
 : 10% | 1%
30	C[C@H]1CN([C@@H](C)CO)S(=O)(=O)c2ccc(Br)cc2O[C@H]1CN(C)C(=O)Nc1ccccc1F
 : -5% | -15%

# Continuation.
# Screens in order – a7 integrin act | BRCA1 expr act
31	C[C@H](CO)N1C[C@H](C)[C@H](CN(C)C(=O)Nc2ccccc2)OCc2cnnn2CCCC1=O
 : 19% | 9%
32	CC(C)N1CC2(CC(c3ccccc3F)=NO2)CN1C(=O)c1ccco1 (configuration not stated)
 : 17% | 21%
33	COc1cccc(/C=C/c2nc(S(=O)(=O)c3ccccc3)c(N3CCC(C(N)=O)CC3)o2)c1
 : -13% | 25%
34	Cc1ccc(S(=O)(=O)Nc2ccccn2)c(C)c1
 : 7% | -14%
35	O=Cc1cn(-c2ccccc2)nc1-c1cccc([N+](=O)[O-])c1
 : 4% | -14%
36	O=C1OCCC1=COCCCCCOC=C1CCOC1=O
 : 7% | 7%
37	c1ccc2c(c1)nc(N1CCCCCC1)c1nncn12
 : 4% | -20%
38	C[C@@H]1CN([C@@H](C)CO)C(=O)CCCn2nncc2CO[C@H]1CN(C)Cc1ccc2cccnc2c1
 : -12% | 19%
39	C1CCN(CCC2CCCCN2)CC1 (configuration not stated)
 : 1% | 4%
40	Cc1ccc(S(=O)(=O)N2CC3(O)CN(C(=O)OC(C)C)N(C(=O)OC(C)C)CC3(OC(=O)NCc3ccco3)C2)cc1 (configuration not stated)
 : -17% | -11%
41	CC(=O)N(CCc1ccccc1)c1ccc2c(c1)C1CC2CCN1C(=O)OCc1ccccc1 (configuration not stated)
 : -28% | -40%
42	COc1ccc(/C=N/NC(=O)c2nnn(-c3nonc3N)c2C)cc1OC
 : 10% | -6%
43	C[C@H]1CN([C@@H](C)CO)C(=O)CCCn2cc(nn2)CO[C@@H]1CN(C)S(C)(=O)=O
 : 6% | -6%
44	CC1CCCC(C)N1C(=O)CN1C(=O)NC2(CCCCCC2)C1=O (configuration not stated)
 : -16% | 1%
45	O[C@@H]1C[C@H](c2ccccc2)N(Cc2cccs2)C[C@H]1n1cc(C2CC2)nn1
 : 8% | 16%

# The list goes on:
# Screens in order – a7 integrin act | BRCA1 expr act
46	CC1=C(C(=O)N(C)C)CC(CC(=O)NCCCCc2ccccc2)C(=O)N1Cc1ccc(F)cc1 (configuration not stated)
 : -5% | 15%
47	CC[C@H](C)[C@H]1CNC(=S)N1CC1CCN(CCC(C)C)CC1
 : 3% | -1%
48	C[C@@H]1CN([C@H](C)CO)C(=O)c2cc(Br)cnc2O[C@H]1CN(C)C(=O)Nc1ccc2c(c1)OCO2
 : 14% | 5%
49	COc1ccc([C@H]2N[C@]3(CCCN(Cc4ccc(Br)cc4)C3=O)[C@H]3C(=O)N(C)C(=O)[C@@H]23)cc1
 : 7% | 7%
50	C[C@@H]1CCCCO[C@H](CN(C)C(=O)Nc2ccc(F)cc2)[C@@H](C)CN([C@H](C)CO)C(=O)c2cc(N(C)C)ccc2O1
 : -17% | -9%
51	CCOC(=O)NC(=S)Nc1cccc(C)n1
 : 2% | -4%
52	CCOc1ccc(/C=C/C(=O)N(CC)CC(=O)Nc2c(F)cccc2F)cc1OC
 : -2% | -9%
53	CCOC(=O)C1CN(C(=O)OCC)CC1=NNC(N)=O (configuration not stated)
 : 23% | 5%
54	O=C([C@@H]1CCCN1C1=NS(=O)(=O)c2ccccc21)N1CCN(c2ccccc2)CC1
 : -11% | 14%
55	Cc1noc(C)c1CCC(=O)Nc1cc(C(=O)O)ccc1Cl
 : -5% | 14%
56	CC(=O)c1ccc(NC(=O)c2cn(C)c(=O)c3ccccc23)cc1
 : 10% | 0%
57	Cc1c(-c2ccc(OCCN3CCCCC3)cc2)c(=O)oc2ccc3ccccc3c12
 : 3% | -10%
58	O=C(C[C@H]1C(=O)N(Cc2cccnc2)C[C@@H]1Cc1ccccc1)Nc1ccc(Br)cc1
 : -14% | -22%
59	C#CCN(C[C@@H]1[C@@H](OC(=O)NCCCCCC)[C@@H](OC(=O)NCCCCCC)Cn2c(=O)n(CCCCCC)c(=O)n21)S(=O)(=O)c1ccc(C)cc1
 : 9% | 8%
60	COc1ccc(CN2C(=O)c3ccccc3C2=O)cc1C(=O)N(C)CC(=O)Nc1ccc(C)cc1
 : -8% | -1%

# Carrying on.
# Screens in order – a7 integrin act | BRCA1 expr act
61	CCCCCC(=O)N1C[C@H](n2cc(C3CC3)nn2)[C@@H](O)C[C@@H]1c1ccc(Cl)cc1
 : 7% | 4%
62	OCCNc1ncnc2c1nnn2Cc1ccccc1Cl
 : 23% | 18%
63	COc1ccccc1CN(C)C[C@@H]1OCc2cnnn2CCCC(=O)N([C@H](C)CO)C[C@H]1C
 : -13% | -10%
64	CCOC(=O)C1=C(C)NC(C)=C(C(=O)OCC)C1c1cccc([N+](=O)[O-])c1
 : 4% | -8%
65	COc1ccc(NC(=O)CN(C)C(=O)c2ccc3c(c2)CC(c2ccccc2)OC3=O)cc1 (configuration not stated)
 : 7% | -4%
66	CC[C@@H](NCCCn1cnc2c(SC)ncnc21)c1ccccc1
 : -4% | 15%
67	COc1ccccc1C(=O)N/C(=C/c1ccc(Br)cc1)C(=O)N1CCOCC1
 : -4% | -5%
68	Cc1ccc(NC(=O)c2cc(S(=O)(=O)N3CCCCC3)ccc2N2CCOCC2)c(C)c1
 : 0% | -11%
69	c1ccc2c(-c3nc4ccccc4[nH]3)cccc2c1
 : -10% | -7%
70	Cc1ccc(Cc2c(-c3ccccc3)nc3ccc(Cl)cn23)cc1
 : -34% | 3%
71	C[C@H]1CN([C@@H](C)CO)C(=O)c2cc(Br)cnc2O[C@@H]1CN(C)S(=O)(=O)c1ccccc1
 : -14% | -5%
72	CC(Oc1ccccc1)C(=O)N1CCN(S(=O)(=O)c2ccc(OC(F)(F)F)cc2)CC1 (configuration not stated)
 : 2% | -24%
73	CC(=O)c1c(C)[nH]c(C(=O)NCc2ccc(Cl)cc2)c1C
 : 15% | -47%
74	CCCCCCN1C[C@@H](O)[C@H](n2cc(COC(=O)c3ccccc3)nn2)C[C@@H]1c1ccc(Cl)cc1
 : 13% | 2%
75	O=[N+]([O-])c1ccc(O)c(C=NN2CCCCC2)c1
 : -1% | -2%
76	O=C(CN1CCN(C(=O)CCC(=O)N2CCC(c3ccccc3)=N2)CC1)Nc1cccc(F)c1
 : 1% | -6%
77	COc1ccc(NC(=O)c2ccc(S(=O)(=O)N(C)c3ccccc3)cc2)cc1S(=O)(=O)N1CCOCC1
 : -20% | -47%

# Molecules listed so far that contain bromine:
# Screens in order – a7 integrin act | BRCA1 expr act
2	O=C(C[C@H]1C(=O)N(Cc2ccccc2)C[C@@H]1Cc1ccccc1)Nc1ccc(Br)cc1
 : -3% | -11%
6	C[C@@H]1CN([C@@H](C)CO)S(=O)(=O)c2ccc(Br)cc2O[C@H]1CN(C)C(=O)c1cccc(F)c1
 : 6% | -12%
7	C[C@@H]1CN([C@@H](C)CO)C(=O)c2cc(Br)cnc2O[C@H]1CN(C)Cc1cccnc1
 : 18% | -10%
13	O=C(N=Nc1c(O)[nH]c2ccc(Br)cc12)c1ccco1
 : 7% | 5%
27	C[C@H](CO)N1C[C@H](C)[C@H](CN(C)Cc2ccncc2)Oc2ncc(Br)cc2C1=O
 : 2% | -10%
30	C[C@H]1CN([C@@H](C)CO)S(=O)(=O)c2ccc(Br)cc2O[C@H]1CN(C)C(=O)Nc1ccccc1F
 : -5% | -15%
48	C[C@@H]1CN([C@H](C)CO)C(=O)c2cc(Br)cnc2O[C@H]1CN(C)C(=O)Nc1ccc2c(c1)OCO2
 : 14% | 5%
49	COc1ccc([C@H]2N[C@]3(CCCN(Cc4ccc(Br)cc4)C3=O)[C@H]3C(=O)N(C)C(=O)[C@@H]23)cc1
 : 7% | 7%
58	O=C(C[C@H]1C(=O)N(Cc2cccnc2)C[C@@H]1Cc1ccccc1)Nc1ccc(Br)cc1
 : -14% | -22%
67	COc1ccccc1C(=O)N/C(=C/c1ccc(Br)cc1)C(=O)N1CCOCC1
 : -4% | -5%
71	C[C@H]1CN([C@@H](C)CO)C(=O)c2cc(Br)cnc2O[C@@H]1CN(C)S(=O)(=O)c1ccccc1
 : -14% | -5%

# Bioassay records deposited in PubChem BioAssay by National Center for Advancing Translational Sciences (NCATS).

# This is a subset; the hit share may differ from the screen's.
